# APOBEC3A inh – blocks human APOBEC3A ssDNA deamination; P31941; recombinant A3A, FAM/TAMRA ssDNA deamination fluorescence; inhibition, % at 20 µM; actives 0.41% (n = 330,000); AID 493011;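 active = at least 40% inhibition at 20 µM here, with at most 30% in a related deaminase screen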;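 also: plate controls were A3A with DMSO for no effect and wells lacking A3A enzyme for full effect; some results filed as inactive read as strong as hits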
# Target sequence (P31941 whole entry, looked up): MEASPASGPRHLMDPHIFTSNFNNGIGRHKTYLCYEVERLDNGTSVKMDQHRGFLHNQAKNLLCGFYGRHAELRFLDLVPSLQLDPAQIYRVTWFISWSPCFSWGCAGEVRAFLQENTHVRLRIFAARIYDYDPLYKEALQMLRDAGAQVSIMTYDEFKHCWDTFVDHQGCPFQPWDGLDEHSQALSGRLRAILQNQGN
# hIAP inh – human IAP inhibition; purified IAP, CDP-Star luminescence, 30 min; actives 0.12% (n = 330,000); P09923; inhibition, % at 10 µM;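 active = inhibition reaching a set limit with compound at 10 µM in the primary screen, cut at about 35% in these data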;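 also: plate controls were DMSO wells with enzyme for no effect and no-enzyme buffer wells for full effect; values of inactives mirror those of a sister screen read the other way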
# hIAP activ – increases human intestinal alkaline phosphatase activity; purified human IAP, CDP-Star luminescence, 30 min; active compounds read high; 1 = vehicle-only enzyme, 0 = enzyme-free background; activation factor at 10 µM; actives 0.16% (n = 330,000);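 active = activation factor of the enzyme at least 2-fold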; also: the source names both 10 and 20 µM as test concentration; values of inactives mirror those of a sister screen read the other way
# NLRP3 yeast inh – inhibitors of NALP3 inflammasome in yeast | inhibition, % at 10 µM | actives 0.39% (n = 330,000) | AID 2825 | Yeast reconstituted NLRP3/ASC/caspase-1, beta-gal luminescence, 24 h;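 active = inhibition of 50% or more; inactive = inhibition below 50%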;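 also: plate controls were induced DMSO wells for no effect and uninduced yeast grown without galactose for full effect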
# mIAP inh – blocks mouse intestinal alkaline phosphatase. purified mouse IAP, CDP-Star luminescence, 30 min. inhibition, % at 10 µM. actives 0.2% (n = 330,000);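 active = inhibition of at least 40% at 10 µM in the primary screen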;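 also: plate controls were DMSO with enzyme for no effect and no enzyme wells for full effect; values of inactives mirror those of a sister screen read the other way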
# SENP1 FRET inh – SENP1 (human) catalytic domain inhibition | AID 624204 | inhibition, % at 10 µM | actives 0.21% (n = 360,000) | Q9P0U3 | recombinant SENP1 catalytic domain, CyPet-SUMO1-YPet FRET cleavage;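 active = inhibition at least 30% at 10 µM, raw YFP signal under a set limit, fluorescence ratio 0.5 to 1.5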;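 also: 0% = enzyme with DMSO and 100% = no enzyme wells; some results filed as inactive read as strong as hits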
# Target sequence (Q9P0U3 419-644 limits assumed): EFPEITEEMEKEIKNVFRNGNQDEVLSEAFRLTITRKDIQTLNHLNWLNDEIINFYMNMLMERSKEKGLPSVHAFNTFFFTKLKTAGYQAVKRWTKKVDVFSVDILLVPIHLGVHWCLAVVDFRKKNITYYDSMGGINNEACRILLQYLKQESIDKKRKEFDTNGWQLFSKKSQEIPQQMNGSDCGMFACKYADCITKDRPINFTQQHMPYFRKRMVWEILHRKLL
#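 system = hSENP1 catalytic domain, recombinant | reagent = SFCypet-SUMO1-SFYpet substrate at 25 nM | doses = one dose per compound, 10 µM, 0.5% DMSO | incubation = enzyme reaction for 50 min at room temperature, dark | measured by = FRET, CFP and YFP emission | controls = no-enzyme low, enzyme-DMSO high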
# MIN6 prolif – inducers of beta-cell replication in MIN6 cells; MIN6 cells proliferation, ATPlite luminescence, 48 h; cells starved in 0.2% serum; 100% = growth in 10% serum; actives 0.29% (n = 330,000); proliferation, % at 10 µM; AID 2380;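 active = compounds whose signal lies at least 3.5 SD above the mean of all wells on their plate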;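 also: 0% = DMSO-treated cells in low-serum medium and 100% = 10% serum control; some compounds called inactive have numbers as strong as hits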
# mIAP activ – increases mouse intestinal alkaline phosphatase activity. muIAP, CDP-Star luminescence, 30 min; active compounds read high; 1 = vehicle-only enzyme signal, 0 = enzyme-free wells. activation factor at 10 µM. actives 0.24% (n = 330,000). AID 2805;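 active = activation factor of at least 2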; also: the source names both 10 and 20 µM as test concentration; values of inactives mirror those of a sister screen read the other way
#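 Assay system: mouse IAP enzyme; reagent: chemiluminescent substrate CDP-Star; dosing: test compounds delivered from DMSO solution; schedule: 30 min at room temperature; measured by: luminescence from enzymatic CDP-Star hydrolysis; controls: DMSO-only wells and no-enzyme negative control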
# APOBEC3G inh – blocks human APOBEC3G single-stranded DNA deamination | Q9HC16 | recombinant A3G, ssDNA deamination FAM/TAMRA fluorescence | inhibition, % at 20 µM | actives 0.28% (n = 330,000) | AID 493012;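 active = inhibition of at least 40% at 20 µM, with no more than 30% in the related APOBEC3A deaminase screen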;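 also: plate controls were DMSO wells with A3G for no effect and wells lacking A3G enzyme for full effect; some compounds called inactive have numbers as strong as hits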
# Target sequence (Q9HC16 whole entry, looked up): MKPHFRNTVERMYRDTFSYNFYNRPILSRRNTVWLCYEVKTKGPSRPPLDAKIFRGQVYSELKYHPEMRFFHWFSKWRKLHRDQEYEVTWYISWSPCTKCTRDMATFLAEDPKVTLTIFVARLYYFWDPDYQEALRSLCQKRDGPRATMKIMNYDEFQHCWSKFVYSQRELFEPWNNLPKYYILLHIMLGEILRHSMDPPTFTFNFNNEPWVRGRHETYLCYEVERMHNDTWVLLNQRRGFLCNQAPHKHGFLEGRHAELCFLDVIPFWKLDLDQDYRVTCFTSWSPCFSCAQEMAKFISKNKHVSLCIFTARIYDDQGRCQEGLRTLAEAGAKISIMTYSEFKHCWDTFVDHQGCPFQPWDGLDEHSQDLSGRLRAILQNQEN
# An asterisk follows results filed as active; x = not tested or not shown. A portion of the library. The share of hits here may be higher or lower than overall.
SMILES,APOBEC3A inh,hIAP inh,hIAP activ,NLRP3 yeast inh,mIAP inh,SENP1 FRET inh,MIN6 prolif,mIAP activ,APOBEC3G inh
CCOC(=O)c1oc2ccc(S(=O)(=O)n3nc(-c4ccccc4)cc3N)cc2c1C,-4,8,0.92,7,9,2,-6,0.91,-2
CCOc1cc(N2CCOCC2)c(OCC)cc1NC(=O)c1ccc2ccccc2n1,-2,19,0.81,7,12,-2,-4,0.88,-2
CC(C)C(NC(=O)c1ccccc1)C(=O)OCC(=O)N1CCCC1 (stereo not given),0,-37,1.4,-7,-8,1,-6,1.1,-4
CN1CCN(NC(=S)NC2CCCC2)CC1,-2,-25,1.3,-5,4,2,-2,0.96,-2
CCCC(C)c1nnc(NC(=O)c2cc(C(=O)OC)cc([N+](=O)[O-])c2)s1 (stereo not given),10,-19,1.2,4,8,0,-4,0.92,60*
Cc1ccc(CCNC(=O)CN(c2ccc(C)cc2)S(=O)(=O)c2c(C)noc2C)cc1,-1,-28,1.3,-12,-6,-4,-5,1.1,-3
CCc1nnc(NC(=O)c2c(OC)cccc2OC)s1,1,-9,1.1,13,6,0,-2,0.94,-3
COCCCNC(=O)Nc1ccc(Br)cc1Cl,2,16,0.84,5,2,1,0,0.98,-7
CCOC(=O)c1cccc2c1-c1ccccc1/C2=N/O,-2,14,0.86,-21,-3,2,-2,1,-2
CCOc1cc(N2CCOCC2)c(OCC)cc1NC(=O)COc1cccc2cccnc12,1,-12,1.1,16,5,0,-6,0.95,-6
COc1ccc(C2=NN(Cc3ccccc3)C3C(=O)NC(=O)C23)cc1 (stereo not given),-3,-5,1.1,5,21,1,-1,0.79,-3
O=C1CCCN1CC(O)CS(=O)(=O)Cc1ccc(Cl)c(Cl)c1 (stereo not given),-2,4,0.96,11,-9,1,0,1.1,-6
CC(=O)NC(Cc1c[nH]c2ccccc12)C(=O)NCc1ccc2c(c1)OCO2 (stereo not given),-3,9,0.91,-9,7,4,-2,0.93,-6
Nc1ccc(C(=O)Nc2ccc(Nc3ccncc3)cc2)cc1,-4,-4,1,15,6,0,-4,0.94,-6
COc1cccc(/C=N/Nc2ccnc(=O)[nH]2)c1O,-2,-79,1.8,38,9,1,-1,0.91,-5
Cc1ccc(C(=O)/C=C/Nc2ccccc2C(N)=O)cc1,0,5,0.95,13,6,-86,-4,0.94,-4
Cc1ccccc1-n1c(Cn2c(=O)sc3ccccc32)nnc1SCC(N)=O,2,-14,1.1,0,2,0,-4,0.98,-2
CC1CCCCC1NCC#CCOc1ccc(Cl)cc1 (stereo not given),5,-3,1,27,5,-1,-3,0.95,-4
Cc1ccc(S(=O)(=O)N(C)c2ccc(C(=O)Nc3c(C)n(C)n(-c4ccccc4)c3=O)cc2)cc1,3,0,1,9,4,2,-2,0.96,9
Cc1nc(Nc2cccc(C(F)(F)F)c2)nc2c1C(=O)CC(C)C2 (stereo not given),0,-2,1,-6,-5,-1,-2,1.1,6
O=C(Nc1ccc(F)cc1)/C(=C1/CCCCCN1)[N+](=O)[O-],6,0,1,9,4,2,-2,0.96,-6
Cc1nn(-c2ccc(F)cc2)c(C)c1NS(=O)(=O)c1ccc2ccccc2c1,-2,-17,1.2,1,-8,0,-3,1.1,5
COc1ccccc1CNS(=O)(=O)c1c(C(=O)N2CCCCCC2)c(C)n(C)c1C,-6,-10,1.1,0,1,2,8,0.99,-8
CCCC(=O)Nc1sc2c(c1C(=O)OC)C(C(=O)OC)CC2 (stereo not given),-4,8,0.93,16,12,-4,0,0.88,-4
Cc1c(C(=O)Nc2cc(F)cc(F)c2)cnn1-c1ccccc1,4,8,0.92,71*,-19,-2,0,1.2,1
O=C(O)C1CCCN1c1ncnc2ccccc12 (stereo not given),4,-12,1.1,-7,1,-1,1,0.99,-1
Cc1cc[n+](C(C)C(=O)c2ccc(Cl)cc2)cc1 (stereo not given),-6,12,0.88,15,-3,3,-1,1,-6
CC(C)NC(=O)c1cc2cc(Br)ccc2oc1=O,-6,-14,1.1,10,-1,-20,-2,1,-5
CC(C)C[C@H](NC(=O)N1CCn2c1nc1ccccc12)C(=O)NCc1ccc2c(c1)OCO2,1,-7,1.1,9,3,-1,0,0.97,1
O=C(CSc1nnc(Cn2nnc(-c3ccccc3)n2)n1-c1ccccc1)Nc1ccc(F)cc1,-2,22,0.78,10,1,3,-1,0.99,-7
Nc1ccc(N2CCN(c3ccc(F)cc3)CC2)cc1,-6,-9,1.1,16,6,3,-3,0.94,-3
C=CCOc1ccc(C(=O)/C=C2/C(=O)Nc3ccccc32)cc1,-2,19,0.81,36,10,2,-7,0.9,-9
Cc1ccc(S(=O)(=O)NCCSc2nnnn2-c2ccccc2)cc1,1,-9,1.1,16,-7,3,0,1.1,5
S=c1[nH]nc(-c2ccccc2)c2ccccc12,6,23,0.77,-10,3,1,1,0.97,-2
CCc1nnc(SCC(=O)Nc2ccc3c(c2)OCO3)o1,-4,-18,1.2,-4,5,0,-2,0.95,-8
Cc1ccc(C(C(=O)Nc2ccc3c(c2)OCO3)N(C)C(=O)/C=C\c2ccc3c(c2)OCO3)cc1 (stereo not given),-83,4,0.96,10,11,3,0,0.89,-10
CN(C(=S)NC(=O)Cc1ccccc1)c1ccccc1,0,-5,1.1,3,-4,2,-3,1,-5
COc1cc2c(cc1OC)[C@@H](NC(=O)CCc1ccccc1)[C@H](O)C2,1,x,x,x,2,0,x,0.98,-1
Cc1ccnc(Nc2nc(-c3ccc(O)cc3)cs2)c1,0,20,0.81,30,2,2,-1,0.98,-6
CCOC(=O)c1c(NC(C)=O)sc2c1CCN(Cc1ccccc1)C2,-7,11,0.89,20,-2,-105,-4,1,-13
c1csc(-c2nc(-c3ccncc3)no2)c1,-3,1,0.99,22,-5,2,-3,1,-2
O=C(CSC(=S)N1CCCC1)N1CCN(S(=O)(=O)c2cccc([N+](=O)[O-])c2)CC1,1,3,0.97,13,-7,0,-2,1.1,1
CC1CCN(CC(=O)Nc2ccccc2Sc2ccccc2)CC1,-2,4,0.96,11,8,-4,0,0.92,-6
O=C(CN1CCN(CCO)CC1)Nc1ccccc1,-6,2,0.98,2,-2,3,1,1,-5
CCOc1cccc(=O)c2c(C)n(Cc3ccccc3)c(C)c12,-2,-12,1.1,-5,1,10,-2,0.99,-9

# One compound at a time, as listed above. Order of screens: APOBEC3A inh | hIAP inh | hIAP activ | NLRP3 yeast inh | mIAP inh | SENP1 FRET inh | MIN6 prolif | mIAP activ | APOBEC3G inh
# c1csc(-c2nc(-c3ccncc3)no2)c1 is listed as -3 | 1 | 0.99 | 22 | -5 | 2 | -3 | 1 | -2
# CC1CCN(CC(=O)Nc2ccccc2Sc2ccccc2)CC1 is listed as -2 | 4 | 0.96 | 11 | 8 | -4 | 0 | 0.92 | -6

# Other compounds:
SMILES,APOBEC3A inh,hIAP inh,hIAP activ,NLRP3 yeast inh,mIAP inh,SENP1 FRET inh,MIN6 prolif,mIAP activ,APOBEC3G inh
CN(Cc1ccccc1)C(=O)c1nc[nH]c1C(=O)N1CCN(c2ccccc2)CC1,-4,3,0.97,14,-2,-2,-3,1,-10
C=CCNC(=O)C(C)N1c2cccc3cccc(c23)S1(=O)=O (stereo not given),-3,-9,1.1,11,-1,-1,-2,1,1
CN(C)c1ccc(NC(=O)c2ccc(N3CCOCC3)nc2)cc1,2,-17,1.2,6,6,4,-2,0.94,-1
COP(=O)(OC)C(Nc1cc(Cl)cc(Cl)c1)c1cccc(O)c1 (stereo not given),-3,2,0.98,14,10,2,-1,0.9,-5
C/C(N)=C(/C#N)C(=O)COC(=O)c1oc2ccccc2c1COC(C)C,3,-28,1.3,-2,0,-3,-1,1,-9
COc1cc(C=Nc2ccccc2C(=O)Nc2ccccc2)cc(OC)c1OC,-1,10,0.9,-4,-2,0,-2,1,-1
O=C(CSCCO)Nc1ccc(C23CC4CC(CC(C4)C2)C3)cc1,5,-9,1.1,11,-15,0,-3,1.1,0
COc1cc(C(CC(=O)O)n2cnnn2)ccc1OC(C)C (stereo not given),-1,-1,1,1,1,2,5,0.99,1
CCc1cccc(NC(=O)c2cccc(S(=O)(=O)N3CCN(C)CC3)c2)c1,0,-27,1.3,5,-2,2,-3,1,0
COc1ccc(-c2cc(=O)c3c(O)c(OC)c(O)cc3o2)cc1,1,14,0.86,23,8,0,-6,0.92,1
CC(=O)c1sc(NC(=O)CN2C(=O)NC3(CCCC3)C2=O)nc1-c1ccccc1,-1,-16,1.2,10,1,1,-2,0.99,-6
COc1ccc(C(=O)CNc2ccc3ccccc3c2)cc1,-3,8,0.92,28,14,-39,0,0.86,-2
COc1ccc(N2C(=O)CC(N3CCOCC3)C2=O)cc1 (stereo not given),-3,5,0.95,5,-2,0,2,1,-10
C/C(=N\NS(=O)(=O)c1ccccc1)c1ccccc1,-3,-13,1.1,-1,0,2,-1,1,-6
CC(C)(C)[C@@H]1CCC(=O)N(CC[C@H](Sc2ccccc2)c2ccccc2)CC1,2,12,0.88,20,-13,1,-7,1.1,8
COc1ccc(C2C(C#N)=C(/N=C/N3CCN(C)CC3)OC3=C2C(=O)CC(C)(C)C3)cc1 (stereo not given),-4,-4,1,-15,12,0,-1,0.88,-5
O=C(COC(=O)Cc1ccccc1[N+](=O)[O-])NC1CCCC1,-2,0,1,-10,7,3,1,0.93,-6
CC(=O)N(C)c1ccc(NC(=O)COc2ccc(Br)cc2C)cc1,0,2,0.98,28,-4,-1,-3,1,-3
O=C(O)COc1ccccc1/C=N/NC(=O)c1ccc2c(c1)OCCO2,-2,2,0.98,6,9,1,-2,0.91,-1
CC(C)NC(=O)c1ccccc1NC(=O)/C=C/c1cccc([N+](=O)[O-])c1,-2,6,0.94,-3,-12,0,-5,1.1,-6
O=C(c1cc2ccccc2o1)N1CCN(c2ccccn2)CC1,0,-2,1,22,-1,0,-4,1,-6
O=C(CC1(O)C(=O)N(CCc2ccccc2)c2ccccc21)c1ccccn1 (stereo not given),3,5,0.95,13,-12,3,-4,1.1,8
COc1ccc(-c2noc(N3CCC(C(=O)N(C)c4ccccc4)CC3)n2)cc1,1,9,0.91,1,9,4,0,0.91,2
O=C(NC1CCCCC1)C(c1cccs1)N(C(=O)C(F)(F)F)c1ccccc1 (stereo not given),-4,7,0.93,22,4,1,-3,0.96,-4
CC12CCC(C(=O)NNc3ccc([N+](=O)[O-])cc3)(OC1=O)C2(C)C (stereo not given),-1,2,0.98,9,8,3,-1,0.92,-5
Cc1nc2sc(C(c3ccc(Br)cc3)N3CC(C)OC(C)C3)c(O)n2n1 (stereo not given),-4,0,1,-1,4,2,-2,0.96,-4
CC(C(=O)NCc1ccco1)n1ccc2cc(S(=O)(=O)N3CCCC3)ccc21 (stereo not given),-3,-5,1.1,1,-4,0,1,1,-4
CCCCc1nc2cc(C(=O)N3CCCCC3CC(=O)OCC)ccc2o1 (stereo not given),-5,-13,1.1,5,5,0,4,0.95,-8

# Assay outcomes (PubChem BioAssay)
